Rab2 wt GTP: modulators of GTP binding to Rab2A wildtype, primary screen, biochemical, dog, bead-based flow cytometry, multiplex; Ras-related protein Rab-2A (Canis lupus familiaris), P61105; GST-Rab2 wt beads, Bodipy-GTP binding; 190,000 tested, 0.19% active; AID 760, 2007; GTP binding activity, % at 10 µM;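 active = GTP binding activity at least 20 points away from 100%, either lowered or raised; inconclusive = signal likely due to the compound's own green fluorescence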;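 note: 0% = beads with excess unlabeled GTP and 100% = no-compound control corrected for plate trend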
Mcl1 Noxa PPI: Mcl-1/Noxa binding inhibitors, primary screen, biochemical, TR-FRET, 1536-well | Induced myeloid leukemia cell differentiation protein Mcl-1 (Homo sapiens), Q07820 | TR-FRET Mcl-1/Noxa peptide binding, 2 h | inhibition, % at 21.7 µM | 220,000 tested, 1.5% active;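 active = compounds that cut the protein-peptide binding signal by more than 50% relative to plate controls in a single-dose test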;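 note: His-tagged Mcl-1 with rhodamine Noxa BH3 peptide and terbium anti-His antibody; 0% = Mcl-1 plus Noxa peptide wells and 100% = peptide-only wells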
Target sequence (Q07820 whole entry, looked up): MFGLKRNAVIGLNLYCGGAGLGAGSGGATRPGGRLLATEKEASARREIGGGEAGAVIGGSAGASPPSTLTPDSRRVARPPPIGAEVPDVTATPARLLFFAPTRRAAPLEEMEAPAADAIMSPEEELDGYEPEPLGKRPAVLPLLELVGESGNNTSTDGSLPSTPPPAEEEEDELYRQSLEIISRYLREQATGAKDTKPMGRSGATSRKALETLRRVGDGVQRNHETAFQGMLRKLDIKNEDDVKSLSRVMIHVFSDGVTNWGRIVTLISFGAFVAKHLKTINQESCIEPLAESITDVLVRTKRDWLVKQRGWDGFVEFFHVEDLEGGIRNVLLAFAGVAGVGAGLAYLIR
Mcl-1 Bim block: inhibitors of Bim peptide binding to Mcl-1, primary screen, biochemical, bead-based flow cytometry, multiplex; Induced myeloid leukemia cell differentiation protein Mcl-1 (Homo sapiens), Q07820; Bim peptide-Mcl-1 binding; inhibition, % at 10 µM; 190,000 tested, 0.1% active; AID 1009, 2008; in the data active = inhibition above about 40%;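 note: 0% = no compound tracer wells and 100% = peptide blocker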
HRas wt GTP: modulators of GTP binding to HRas wildtype, primary screen, biochemical, bead-based flow cytometry, multiplex; GST-Ras wt beads, Bodipy-FL-GTP binding; actives lie on both sides; 190,000 tested, 0.14% active; GTP binding activity, % at 10 µM; GTPase HRas (Homo sapiens), P01112;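 active = GTP binding activity at least 20% away from the 100% baseline, either lowered as inhibitor or raised as activator; inconclusive = flagged as likely green fluorescent, judged across all proteins in the well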;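 note: 0% = unlabeled GTP competition control and 100% = no-compound control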
Target sequence (P01112 whole entry, looked up): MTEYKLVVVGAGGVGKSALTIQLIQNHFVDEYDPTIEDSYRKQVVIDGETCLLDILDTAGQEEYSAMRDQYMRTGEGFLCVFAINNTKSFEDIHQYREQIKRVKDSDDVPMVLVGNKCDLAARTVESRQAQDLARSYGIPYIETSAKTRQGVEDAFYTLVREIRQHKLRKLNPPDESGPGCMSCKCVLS
Cdc42 wt GTP: modulators of GTP binding to wildtype Cdc42, primary screen, biochemical, multiplex bead flow cytometry, Bodipy-GTP; Cell division control protein 42 homolog (Homo sapiens), P60953; AID 761, 2007; GST-Cdc42 beads; actives lie on both sides; percent activity (GTP binding), % at 10 µM; 190,000 tested, 0.2% active;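 active = percent activity GTP binding at least 20 points away from the 100% baseline, either down as inhibitor or up as activator; inconclusive = compound flagged as likely green fluorescent from well-wide comparison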;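 note: median bead fluorescence of bound Bodipy-FL-GTP at 100 nM; 0% = excess unlabeled GTP control and 100% = no compound control; below 100% means less GTP binding so inhibitor and above means activator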
Target sequence (P60953 whole entry, looked up): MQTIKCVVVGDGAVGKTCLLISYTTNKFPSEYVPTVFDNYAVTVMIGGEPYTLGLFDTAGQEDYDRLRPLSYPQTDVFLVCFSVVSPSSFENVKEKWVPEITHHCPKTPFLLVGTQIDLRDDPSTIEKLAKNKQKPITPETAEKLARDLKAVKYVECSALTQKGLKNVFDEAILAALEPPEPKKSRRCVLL
Rac1 wt GTP bind: wildtype Rac1 GTP binding modulators, primary screen, biochemical, GST-Rac1 beads, flow cytometry, multiplex; AID 757, 2007; GTP binding activity (% of control), % at 10 µM; fluorescent GTP binding; actives lie on both sides; 0 = cold GTP competed, 100 = untreated; Ras-related C3 botulinum toxin substrate 1 (Homo sapiens), P63000; 190,000 tested, 0.27% active;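 active = GTP binding activity at least 20 points away from the 100% control level, either lower or higher; inconclusive = compound flagged as likely green fluorescent, judged across all proteins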
Rab7 wt GTP bind: modulators of GTP binding to Rab7, primary screen, biochemical, wildtype, multiplex bead flow cytometry. Rab7 GTPase wild type (dog), Bodipy-FL-GTP binding. GST-Rab7 beads, fluorescent GTP binding; actives lie on both sides; untreated = 100%, excess cold GTP = 0%. GTP binding activity (percent of control), % at 10 µM. 190,000 tested, 0.055% active. AID 758, 2007;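 active = fluorescent GTP binding to Rab7 beads changed by at least 20 points from the 100% baseline, either direction, mostly lower; inconclusive = compound itself probably fluorescent, or too few beads counted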;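 note: median green fluorescence of bound Bodipy-FL-GTP per Rab7 bead population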
RGS8-Gao reg: RGS8-Galphao binding modulators, primary screen, biochemical, multiplexed bead flow cytometry; Guanine nucleotide-binding protein G(o) subunit alpha (Homo sapiens), P09471; response (percent of control binding), % at 10 µM; actives lie on both sides; AID 1423, 2008; 220,000 tested, 0.34% active; in the data active = response below about 60% or above about 140%; inactive = in between;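 note: Galphao activated as the GDP aluminium fluoride complex binding bead-coupled RGS8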
Target sequence (P09471 whole entry, looked up): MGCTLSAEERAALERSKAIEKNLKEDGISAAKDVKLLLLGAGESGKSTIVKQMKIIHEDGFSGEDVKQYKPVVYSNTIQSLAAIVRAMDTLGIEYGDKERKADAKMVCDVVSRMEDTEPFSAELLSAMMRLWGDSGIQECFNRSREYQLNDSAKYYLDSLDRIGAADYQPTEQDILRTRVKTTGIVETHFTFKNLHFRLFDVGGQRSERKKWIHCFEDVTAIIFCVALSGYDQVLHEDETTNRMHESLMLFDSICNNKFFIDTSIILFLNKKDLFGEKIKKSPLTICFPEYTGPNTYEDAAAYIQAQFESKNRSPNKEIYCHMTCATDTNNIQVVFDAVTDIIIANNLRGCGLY
Mcl1-Bid inh: Mcl-1/Bid binding inhibitors, primary screen, biochemical, TR-FRET, 1536-well; TR-FRET Mcl-1/Bid-Dy647 peptide binding; inhibition, % at 21.7 µM; 220,000 tested, 0.97% active; Induced myeloid leukemia cell differentiation protein Mcl-1 (Homo sapiens), Q07820;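 active = compounds that cut the binding signal by more than half at the single screening dose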;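 note: His-tagged Mcl-1 with europium anti-His antibody binding Bid BH3 peptide; 0% = Mcl-1 plus peptide wells and 100% = peptide-only wells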
Rac1 act GTP bind: GTP binding modulators of activated mutant Rac1, primary screen, biochemical, bead-based flow cytometry, multiplex, fluorescent GTP; Ras-related C3 botulinum toxin substrate 1 (Homo sapiens), P63000; GST-Rac1 activated beads; actives lie on both sides; 100% means binding = to untreated wells; percent activity (GTP binding), % at 10 µM; 190,000 tested, 0.11% active;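 active = GTP binding at least 20 percentage points away from the 100% baseline, in either direction, so actives lie on both sides; inconclusive = Compound likely fluorescent itself, or too few beads counted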
Pf gametocyte: late stage P. falciparum gametocyte viability inhibitors, primary screen, ATP luminescence, HTS | P. falciparum stage V gametocytes, 24 h | inhibition, % at 10.9 µM | 150,000 tested, 0.065% active;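 active = inhibition above the mean plus 3 SD of compounds within the control limits, set per campaign, cut at about 38% in these data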;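 note: 0% = DMSO wells and 100% = medium only without gametocytes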
Active calls of the source: *; ? = inconclusive; / = not tested or not shown; & = joins results of further samples.

SMILES | Rab2 wt GTP | Mcl1 Noxa PPI | Mcl-1 Bim block | HRas wt GTP | Cdc42 wt GTP | Rac1 wt GTP bind | Rab7 wt GTP bind | RGS8-Gao reg | Mcl1-Bid inh | Rac1 act GTP bind | Pf gametocyte
CCOC(=O)Nc1ccc2c(CN3C(=O)NC4(CCCC4)C3=O)cc(=O)oc2c1 | 104 | 24 | 5 | 102 | 100 | 109 | 102 | 102 | 18 | 102 | /
COC(=O)NNC(=S)Nc1cc(OC)ccc1OC | 104 | -13 | -4 | 104 | 105 | 109 | 103 | 102 | -36 | 102 | /
COCCCNC(=S)N1CCN(C(=O)C(=O)Nc2ccc(C(=O)OC)cc2)CC1 | 102 | 0 | 0 | 102 | 101 | 104 | 102 | 105 | -66 | 99 | 2
CCOC(=O)N1CCC(Nc2ccc3nnc(-c4ccccc4)n3n2)CC1 | ? | -15 | 4 | ? | ? | ? | ? | 102 | -16 | ? | /
O=C(O)COc1ccccc1/C=N/NC(=O)c1cc(-c2ccc(F)cc2)nc2ccccc12 | 86 | 29 | -3 | 87 | 82 | 78* | 99 | 101 | -34 | 84 | -2
Cn1c(=O)n(C)c2cc(/C=C(/C#N)C(=O)NCc3ccco3)ccc21 | 98 | 14 | 2 | 96 | 98 | 98 | 99 | 101 | -51 | 96 | -19
O=C(NC(=S)Nc1ccc(N2CCOCC2)cc1)c1cccc([N+](=O)[O-])c1 | 97 | 10 | -2 | 101 | 101 | 107 | 103 | 102 | -70 | 100 | /
COc1ccc(OC)c(CNC(=O)Cc2c(C(=O)O)[nH]c3ccc(Cl)cc23)c1 | 95 | 7 | 3 | 87 | 93 | 99 | 95 | 94 | -5 | 90 | 11
CN1CCC(=C2c3ccccc3C=Cc3ccccc32)CC1 | 99 | 17 | -2 | 102 | 101 | 102 | 101 | 104 | 11 | 100 | /
O=C(NNc1nc2cc3c(cc2s1)OCO3)c1ccc(F)cc1 | 98 | 20 | 0 | 98 | 98 | 101 | 96 | / | -19 | 96 | /
Cc1ccccc1C(=O)c1cccn1CC(=O)N1CCCCCC1 | 100 | 12 | -1 | 101 | 102 | 104 | 102 | 101 | -12 | 100 | /
Cc1cc(NS(=O)(=O)c2ccc(NC(=O)/C=C/c3ccc(C)o3)cc2)nc(C)n1 | 92 | 42 | -6 | 94 | 93 | 95 | 94 | 96 | -30 | 91 | 9
CCc1cccc(C)c1NC(=O)CSc1nnc(CCCOc2ccc(Cl)cc2Cl)n1C | 97 | 22 | -4 | 98 | 99 | 101 | 94 | 107 | 5 | 98 | 1
CN1CCN(C(=O)C2=C[C@@H](c3ccc(C(F)(F)F)cc3)C[C@@H](OCCCCO)O2)CC1 | 97 | -12 | 0 | 97 | 99 | 99 | 102 | 100 | -7 | 97 | /
Cc1cccc(NC(=O)Cc2noc3ccccc23)c1C | 100 | 6 | -4 | 102 | 99 | 103 | 100 | 110 | 3 | 101 | -20
CN(CC(=O)Nn1cnnc1)S(=O)(=O)c1ccccc1 | 104 | 9 | 0 | 104 | 106 | 110 | 103 | 103 | -17 | 103 | /
COc1cc(C(=O)OCC(=O)NCc2ccc(F)cc2)cc(NC(=O)c2cccs2)c1OC | 90 | -10 | -1 | 90 | 93 | 87 | 96 | 100 | 10 | 93 | 22
O=C(Cn1cccc1C(=O)c1ccccc1)NCCCN1CCOCC1 | 104 | 13 | -3 | 106 | 106 | 106 | 106 | 103 | -2 | 100 | /
CCOC(=O)c1cn(-c2ccccc2)nc1-c1ccncc1 | 104 | 16 | 0 | 103 | 101 | 104 | 103 | 106 | -18 | 100 | 5
COc1ccccc1NS(=O)(=O)c1cc(NC(=O)Nc2ccccc2)ccc1N1CCCCC1 | 102 | 27 | 0 | 101 | 103 | 104 | 102 | 91 | -10 | 101 | -7
O=C(O)c1ccc(C(=O)c2ccc3c(c2)C(=O)N(CC2CCCO2)C3=O)cc1 (stereo unspecified) | 93 | -6 | -2 | 94 | 97 | 98 | 97 | 104 | -13 | 95 | -8
Cc1sc2ncnc(Sc3ccccc3C(=O)Nc3ccc(C#N)cc3)c2c1C | 108 | 8 | 1 | 108 | 111 | 117 | 108 | 101 | -12 | 108 | /
[N-]=[N+]=CC(=O)CC(c1ccccc1)N1C(=O)c2ccccc2C1=O (stereo unspecified) | 99 | -9 | 0 | 103 | 104 | 106 | 103 | 100 | -25 | 101 | /
COC(=O)c1ccccc1Oc1ccc(NC(=O)CCCl)cc1 | 100 | 11 | -7 | 96 | 102 | 100 | 101 | 101 | -24 | 97 | 22
Cc1ccc(S(=O)(=O)/N=C2/C=C(Sc3ncn[nH]3)C(=O)c3ccccc32)cc1 | 92 | 98* | -7 | 94 | 92 | 95 | 96 | 64 | 65* | 94 | /

(cont.)
SMILES | Rab2 wt GTP | Mcl1 Noxa PPI | Mcl-1 Bim block | HRas wt GTP | Cdc42 wt GTP | Rac1 wt GTP bind | Rab7 wt GTP bind | RGS8-Gao reg | Mcl1-Bid inh | Rac1 act GTP bind | Pf gametocyte
O=C(C1CCCC1)N(c1ccccc1)C1C=CS(=O)(=O)C1 (stereo unspecified) | 104 | -6 | -1 | 104 | 104 | 105 | 102 | 98 | -4 | 101 | /
Cc1cc2cc3c(cc2nc1SCC(=O)Nc1ccccc1)CCC3 | 102 | 3 | -3 | 103 | 105 | 102 | 99 | 101 | -1 | 100 | /
O=[N+]([O-])c1c(Nc2ccccc2O)ccc2nonc12 | 100 | 17 | 1 | 99 | 93 | 98 | 108 | 101 | -39 | 95 | -62
O=C(NCCO)c1cc2ccccc2cc1O | 100 | -5&19 | -2 | 98 | 102 | 104 | 99 | 103&100 | -29&-58 | 100 | -36
CCOC(=O)COc1c(/C=N\O)cc(Cl)cc1OC | 96 | 2 | -2 | 98 | 100 | 97 | 103 | 105 | 3 | 96 | -3
CC(c1ccco1)N(C(=O)C12CC3(C)CC(C)(CC(C)(C3)C1)C2)c1ccccn1 (stereo unspecified) | 102 | 8 | -1 | 103 | 103 | 103 | 101 | 97 | -16 | 100 | /
COCCn1c(SCC(=O)NNC(=O)Cc2ccccc2)nc2ccccc2c1=O | 96 | 10 | 1 | 97 | 95 | 99 | 95 | 98 | -16 | 97 | 9
Cc1nnc(SCC(=O)NNC(=O)C(C)C)[nH]c1=O | 99 | -5 | 2 | 99 | 100 | 105 | 101 | 101 | 11 | 99 | -7
O=C(Nc1ccc(N2CCN(C(=O)c3ccccc3)CC2)c(Cl)c1)c1ccc(Br)o1 | 101 | 13 | -7 | 102 | 103 | 107 | 105 | 104 | -28 | 100 | /
CC1CC2(CCCC2)N(C(=O)c2ccccc2)Cc2ccccc21 (stereo unspecified) | 99 | 7 | -3 | 103 | 100 | 104 | 102 | 85 | -16 | 100 | 6
Nn1c(CN2CCCCC2)nc2ccccc2c1=O | 101 | 5 | -2 | 103 | 104 | 103 | 101 | 103 | 3 | 100 | /
Cc1ccccc1N1CCN(Cc2nc(Cc3ccccc3)no2)CC1 | 96 | -1 | -2 | 95 | 96 | 95 | 101 | 99 | -50 | 95 | 18
Cc1cc(F)ccc1NCc1ccc([N+](=O)[O-])cc1 | 92 | 13 | 0 | 96 | 94 | 98 | 94 | 98 | -25 | 91 | -9
COc1ccc(-c2cc3nnc(-c4ccccc4)nc3s2)cc1 | 102 | -10 | 1 | 101 | 99 | 104 | 100 | 88 | 42 | 100 | /
Cc1ccc(/C(O)=C2/C(=O)C(=O)N(CCN3CCOCC3)C2c2ccccn2)cc1 (stereo unspecified) | 100 | 6 | -2 | 101 | 104 | 102 | 101 | 102 | -13 | 99 | /
COC(=O)c1c(N2C(=O)CC(Sc3ccccc3C(=O)O)C2=O)sc2c1CCCC2 (stereo unspecified) | 93 | 35 | -5 | 91 | 95 | 95 | 92 | 97 | 3 | 90 | -12
O=C(c1ccc2c(c1)OCO2)N1CCN(c2ccc(C(F)(F)F)cn2)CC1 | 100 | -3 | 2 | 99 | 100 | 97 | 97 | 88 | -27 | 100 | -1
COc1ccc(OC)c(C(c2nnnn2C2CCCC2)N2CCN(c3ccc(F)cc3)CC2)c1 (stereo unspecified) | 102 | 10 | -6 | 101 | 98 | 106 | 102 | 102 | 41 | 99 | -26
CCOc1cc(-c2nc(-c3ccncc3)no2)cc(OCC)c1OCC | 102 | -3 | 0 | 100 | 103 | 101 | 103 | 100 | -8 | 96 | /
CCn1ncc(CNC(=O)CCSc2nc(-c3ccco3)cc(C(F)(F)F)n2)c1C | 99 | 12 | -3 | 99 | 101 | 102 | 98 | 102 | -13 | 96 | /
O=C(Nc1ccccc1C(=O)N1CCOCC1)c1ccc(F)cc1 | 98 | 5 | 1 | 100 | 98 | 99 | 100 | 99 | 0 | 96 | -10
O=C(CN1CCc2[nH]c3ccccc3c2C1)N1CCCCC1 | 97 | 12 | -7 | 95 | 96 | 94 | 94 | 107 | -36 | 96 | -11
Cc1ccc(S(=O)(=O)NCc2ccc(C(=O)NCCCN3CCC(Cc4ccccc4)CC3)cc2)cc1 | 99 | 15 | -7 | 99 | 101 | 97 | 104 | 100 | -20 | 95 | /
COc1ccc(-c2nc3n(c2Br)CCC3)cc1 | 101 | 1 | -3 | 102 | 103 | 103 | 96 | 101 | -14 | 101 | 5
CCOC(=O)c1sc(NC(=O)CSc2nncn2C)nc1C | 104 | 3 | -2 | 102 | 106 | 101 | 97 | 110 | 13 | 96 | 18
CCOC(=O)N1CCN(c2ccccc2O)CC1 | 95 | -3 | -2 | 96 | 96 | 94 | 96 | 100 | -10 | 94 | /
CN1CCN(c2ccc(NC(=O)c3ccc(Cl)cc3)cn2)CC1 | 97 | 9 | 0 | 98 | 94 | 99 | 106 | 92 | -16 | 94 | /
COc1cc(C)ccc1OCCON1C(=O)CCC1=O | 97 | 8 | 0 | 94 | 96 | 97 | 95 | 102 | -31 | 94 | /

Screening data: PubChem BioAssay, several laboratories
